Compound activity: PubChem, Broad Institute
STK33 inh: STK33 kinase inhibitors, primary screen, biochemical, luminescence, ADP-Glo, MBP substrate | Serine/threonine-protein kinase 33 (Homo sapiens), Q9BYT3 | AID 2322, 2010 | inhibition, % at 12.5 µM | 27,000 tested, 0.44% active; in the data active = inhibition above about 20%
Target sequence (Q9BYT3 whole entry, looked up): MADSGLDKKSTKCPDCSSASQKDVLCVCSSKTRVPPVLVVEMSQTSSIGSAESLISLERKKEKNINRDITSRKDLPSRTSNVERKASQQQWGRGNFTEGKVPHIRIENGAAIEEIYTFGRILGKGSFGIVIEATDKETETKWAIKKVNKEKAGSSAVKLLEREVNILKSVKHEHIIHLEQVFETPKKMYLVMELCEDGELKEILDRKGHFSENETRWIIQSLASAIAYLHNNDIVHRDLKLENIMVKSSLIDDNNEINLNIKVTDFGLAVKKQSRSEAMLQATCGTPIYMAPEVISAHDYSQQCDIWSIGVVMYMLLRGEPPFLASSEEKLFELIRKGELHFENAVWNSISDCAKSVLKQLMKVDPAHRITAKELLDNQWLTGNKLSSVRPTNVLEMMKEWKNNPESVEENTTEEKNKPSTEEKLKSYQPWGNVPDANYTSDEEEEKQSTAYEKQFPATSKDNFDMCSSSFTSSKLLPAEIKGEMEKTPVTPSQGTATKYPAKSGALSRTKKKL
mut p53 react: mutant p53 pathway re-activators, primary screen, cell-based, SW480, luciferase, single point, HTS; activation, % at 9.98 µM; SW480 PUMA-promoter luciferase, p53 mutant reactivation; 28,000 tested, 1.5% active; AID 624151, 2012; in the data active = activation above about 52%
Active calls of the source: *; . = no result given.

The line under a structure holds: STK33 inh, mut p53 react
CCn1c(SCC(=O)N2CCCc3ccccc32)nnc1-c1cccs1
 : -1, -2
C[C@H]1CN([C@@H](C)CO)C(=O)Cc2cc(NS(=O)(=O)c3ccc(F)cc3)ccc2O[C@H]1CN(C)C(=O)Nc1ccc2c(c1)OCO2
 : -1, .
C[C@H]1CN([C@@H](C)CO)C(=O)CCCn2nncc2CO[C@@H]1CN(C)C(=O)c1ccccc1
 : -8, 7
O=C(O)c1cccc(S(=O)(=O)Nc2ccc(O)cc2Sc2nc3ccccc3s2)c1
 : -2, 1
CCOc1ccc(C(C)=O)cc1Cc1c(O)nc(N)[nH]c1=O
 : 5, 5
Cc1ccc(C(=O)CCC(=O)Nc2cccnc2)cc1C
 : 0, 4
C[C@@H]1CN([C@H](C)CO)C(=O)Cc2cc(NC(=O)Cn3cnnn3)ccc2O[C@H]1CN(C)C(=O)Nc1cccc2ccccc12
 : 0, -4
C[C@@H]1CN([C@H](C)CO)C(=O)c2cc(NC(=O)c3ccncc3)ccc2O[C@H]1CN(C)Cc1ccc2c(c1)OCO2
 : 0, .
C[C@H](CO)N1C[C@H](C)[C@@H](CN(C)S(C)(=O)=O)OCCCC[C@H](C)Oc2ccc(NC(=O)Nc3ccc4c(c3)OCO4)cc2C1=O
 : ., 8
CC1=C(CO)C(=O)OC([C@@H](C)C2CC[C@H]3C4C[C@H]5O[C@]56[C@@H](O)C=CC(=O)[C@]6(C)C4CC[C@]23C)C1 (some centres not stated)
 : 1, .
Cc1noc(C)c1NC(=O)N(C)C[C@@H]1OCc2cnnn2CCCC(=O)N([C@H](C)CO)C[C@@H]1C
 : 8, .
CC(C)NC(=O)Nc1ccc2c(c1)C(=O)N([C@H](C)CO)C[C@H](C)[C@@H](CN(C)S(=O)(=O)c1ccccc1)OCCCC[C@H](C)O2
 : ., 9
C[C@@H]1CN([C@H](C)CO)C(=O)CCCn2nncc2CO[C@H]1CN(C)S(=O)(=O)c1ccccc1
 : -1, .
COc1ccc(S(=O)(=O)N(C)C[C@H]2Oc3ccc(NC(=O)Nc4ccc(C(F)(F)F)cc4)cc3CC(=O)N([C@H](C)CO)C[C@@H]2C)cc1
 : ., -36
O=C(Cn1c2ccccc2n2nc(-c3cccs3)nc12)c1ccc(Cl)cc1
 : 7, -37
COc1ccc(NC(=O)Nc2cccc3c2O[C@@H](CN(C)S(=O)(=O)c2ccc(Cl)cc2)[C@H](C)CN([C@H](C)CO)C3=O)cc1
 : ., 1
COc1ccc(S(=O)(=O)N(C)C[C@H]2Oc3c(NS(=O)(=O)c4cn(C)cn4)cccc3C(=O)N([C@@H](C)CO)C[C@@H]2C)cc1
 : ., 2
C[C@H]1CN([C@@H](C)CO)C(=O)c2cc(NC(=O)Cc3ccccc3)ccc2O[C@@H]1CN(C)Cc1ccc(C(F)(F)F)cc1
 : -1, .
C[C@@H]1CN([C@@H](C)CO)C(=O)c2cc(NC(=O)Nc3ccc(C(F)(F)F)cc3)ccc2O[C@@H](C)CCCCO[C@@H]1CN(C)C
 : ., -3
C[C@@H]1CN([C@H](C)CO)C(=O)Cc2cc(NC(=O)c3ccncc3)ccc2O[C@H]1CN(C)S(=O)(=O)c1ccc(F)cc1
 : 2, .
Cc1noc(C)c1NC(=O)Nc1ccc2c(c1)C(=O)N([C@@H](C)CO)C[C@H](C)[C@H](CN(C)C(=O)NC1CCCCC1)O2
 : ., -1
CC(C(=O)Nc1cccnc1)N(c1ccc(Oc2ccccc2)cc1)S(C)(=O)=O (configuration not stated)
 : -3, 6
Cc1cc(C)c(C(=O)CSc2nc(C)cc(=O)[nH]2)c(C)c1
 : -1, -16
COc1ccc(NC(=O)N(C)C[C@H]2Oc3ccc(NC(=O)NC4CCCCC4)cc3C(=O)N([C@H](C)CO)C[C@@H]2C)cc1
 : ., 18
O=C(CN1CCN(c2cccc(Cl)c2)CC1)Nc1ccc([N+](=O)[O-])cc1C(=O)Nc1ccccc1F
 : 2, 7
O=C(CSc1nc2ccccc2[nH]1)Nc1cccc(C(=O)O)c1
 : -2, -3
C[C@H]1CN([C@@H](C)CO)C(=O)Cc2cc(NC(=O)C3CCCCC3)ccc2O[C@H]1CN(C)Cc1ccncc1
 : 2, .
C[C@@H]1CN([C@H](C)CO)C(=O)c2cc(NC(=O)c3ccncc3)ccc2O[C@H]1CN(C)S(=O)(=O)c1ccc(Cl)cc1
 : -8, .
C[C@@H]1CN([C@@H](C)CO)C(=O)Cc2cc(NC(=O)Cc3cn(C)c4ccccc34)ccc2O[C@@H]1CN(C)C(=O)NC1CCCCC1
 : -2, -18
COc1ccc(NC(=O)Cc2nc(-c3ccc([N+](=O)[O-])cc3)cs2)cc1
 : -1, -6

Among those listed so far, these contain an aryl thioether with sulfur outside any ring:
The line under a structure holds: STK33 inh, mut p53 react
CCn1c(SCC(=O)N2CCCc3ccccc32)nnc1-c1cccs1
 : -1, -2
O=C(O)c1cccc(S(=O)(=O)Nc2ccc(O)cc2Sc2nc3ccccc3s2)c1
 : -2, 1
Cc1cc(C)c(C(=O)CSc2nc(C)cc(=O)[nH]2)c(C)c1
 : -1, -16
O=C(CSc1nc2ccccc2[nH]1)Nc1cccc(C(=O)O)c1
 : -2, -3

Looked up one by one from the list above, three records:
The line under a structure holds: STK33 inh, mut p53 react
O=C(O)c1cccc(S(=O)(=O)Nc2ccc(O)cc2Sc2nc3ccccc3s2)c1
 : -2, 1
CCOc1ccc(C(C)=O)cc1Cc1c(O)nc(N)[nH]c1=O
 : 5, 5
C[C@H]1CN([C@@H](C)CO)C(=O)c2cc(NC(=O)Cc3ccccc3)ccc2O[C@@H]1CN(C)Cc1ccc(C(F)(F)F)cc1
 : -1, .

Going on with the list:
The line under a structure holds: STK33 inh, mut p53 react
C[C@H](CO)N1C[C@H](C)[C@H](CN(C)C(=O)NC2CCCCC2)OCc2cnnn2CCCC1=O
 : -1, .
C[C@H]1CN([C@@H](C)CO)C(=O)Cc2cc(NS(=O)(=O)c3cccs3)ccc2O[C@@H]1CN(C)Cc1ccc(C(F)(F)F)cc1
 : -2, 10
C[C@@H]1CCCCO[C@@H](CN(C)C)[C@H](C)CN([C@H](C)CO)C(=O)c2cc(NS(=O)(=O)c3cn(C)cn3)ccc2O1
 : ., 8
COC(=O)c1oc2c(c1C)-c1nc3ccccc3nc1C(C)(C)C2
 : ., 5
CNC[C@H]1Oc2c(NC(=O)c3cnccn3)cccc2C(=O)N([C@H](C)CO)C[C@@H]1C
 : ., 11
CC(=O)c1cccc(NC(=O)Nc2nn(Cc3c(F)cccc3Cl)cc2Br)c1
 : 0, -55
C[C@H](CO)N1C[C@H](C)[C@H](CN(C)S(=O)(=O)c2ccc(F)cc2)Oc2ncc(-c3ccccc3)cc2C1=O
 : 0, .
C[C@@H]1CN([C@H](C)CO)C(=O)CCCn2nncc2CO[C@H]1CN(C)C(=O)Nc1ccc(C(F)(F)F)cc1
 : -2, .
C[C@H]1CN([C@@H](C)CO)C(=O)c2cc(NC(=O)C3CCCCC3)ccc2O[C@@H]1CN(C)C(=O)NC1CCCCC1
 : 0, .
C[C@H]1CN([C@@H](C)CO)C(=O)c2cccc(NS(=O)(=O)c3cccs3)c2O[C@@H]1CN(C)Cc1ccc(-c2ccccc2)cc1
 : ., 6
COc1cc(/C(C)=C/C(C)(O)C(C)O)oc(=O)c1C (configuration not stated)
 : -1, 5
O=C(Nc1ccc(Cl)cc1)c1ccccc1NS(=O)(=O)c1cccc2cccnc12
 : 1, -10
COC(=O)c1cccc(OC(C)C(=O)O)c1 (configuration not stated)
 : -6, -1
CS(=O)(=O)N(CC(=O)Nc1cccc(C(F)(F)F)c1)c1cc(Cl)c(Cl)cc1Cl
 : 1, -24
C[C@@H]1CN([C@@H](C)CO)C(=O)Cc2cc(NC(=O)Cn3cnnn3)ccc2O[C@@H]1CN(C)C(=O)NC1CCCCC1
 : 0, 3
Cc1sc2ncnc(SCC(=O)Nc3ccc4c(c3)OCCO4)c2c1C
 : 7, 0
C[C@@H]1CN([C@@H](C)CO)C(=O)CCCn2cc(nn2)CO[C@H]1CN(C)S(=O)(=O)c1ccc(Cl)cc1
 : -4, 1
Cc1noc(C)c1NC(=O)N(C)C[C@H]1OCCCC[C@@H](C)Oc2ccc(NS(=O)(=O)c3ccc(Cl)cc3)cc2C(=O)N([C@H](C)CO)C[C@@H]1C
 : -1, .
Cc1ccc(S(=O)(=O)N(C)C[C@@H]2Oc3ccc(NC(=O)NC(C)C)cc3CC(=O)N([C@@H](C)CO)C[C@@H]2C)cc1
 : 1, .
C[C@@H]1CN([C@@H](C)CO)C(=O)Cc2cc(NC(=O)C3CCCCC3)ccc2O[C@@H]1CN(C)C(=O)Nc1ccc(C(F)(F)F)cc1
 : 0, .
Cc1noc(C)c1S(=O)(=O)Nc1ccc2c(c1)C(=O)N([C@H](C)CO)C[C@H](C)[C@H](CN(C)C(=O)C1CCCCC1)OCCCC[C@@H](C)O2
 : -3, .
COc1ccc(-c2ccc(CCC(=O)O)n2-c2ccc(C(=O)O)cc2)cc1
 : -7, 3
COc1ccc(S(=O)(=O)Nc2ccc3c(c2)CC(=O)N([C@H](C)CO)C[C@@H](C)[C@H](CN(C)S(=O)(=O)c2ccccc2)O3)cc1
 : -2, .
C[C@@H]1CN([C@@H](C)CO)C(=O)c2cccc(N(C)C)c2O[C@@H]1CN(C)Cc1ccc(Cl)c(Cl)c1
 : ., -6
O=C(CSc1nnc(-c2ccc([N+](=O)[O-])cc2)n1-c1ccccc1)N1CCOCC1
 : 7, 18
CNC[C@@H]1OCCCC[C@H](C)Oc2ccc(NC(=O)Nc3c(C)noc3C)cc2C(=O)N([C@@H](C)CO)C[C@@H]1C
 : ., 3
CC(C)NC(=O)Nc1ccc2c(c1)C(=O)N([C@@H](C)CO)C[C@@H](C)[C@H](CN(C)Cc1ccc(-c3ccccc3)cc1)O2
 : -1, .
COc1ccccc1CN(C)C[C@H]1OCc2cn(nn2)CCCC(=O)N([C@H](C)CO)C[C@H]1C
 : -5, 0
C[C@H]1CN([C@@H](C)CO)C(=O)CCCn2nncc2CO[C@H]1CN(C)S(C)(=O)=O
 : -1, .
CC1(C)CC[C@]2(C(=O)O)CC[C@]3(C)C(=CCC4[C@@]5(C)C[C@@H](O)[C@H](O)[C@@](C)(CO)C5CC[C@]43C)C2C1 (some centres not stated)
 : 2, -8
COC(=O)c1ccccc1NC(=O)C(C)Oc1ccccc1F (configuration not stated)
 : -1, 8
C[C@H]1CC(=O)C2=C(C1)C(O)C(O)[C@@]1(O)[C@H]2C(=O)c2cccc(O)c2[C@@H]1O (some centres not stated)
 : -6, -6
CCc1c(C)sc(NC(=O)c2cc(-c3ccccn3)nc3c(C)cccc23)c1C(=O)N1CCCCC1
 : 3, -15
Cn1c(SCC(=O)Nc2cccc(Br)c2)nnc1-c1ccc(Cl)cc1
 : 3, -18
S=C(c1cccs1)N1CCCC1
 : ., 8
Cc1c(Cl)cccc1N(CC(=O)O)S(=O)(=O)c1ccccc1
 : 1, 3
COc1ccccc1NC(=O)C(C)NS(=O)(=O)c1ccc(F)cc1 (configuration not stated)
 : 2, -5
C[C@@H]1CCCCO[C@H](CN(C)Cc2ccc(C(F)(F)F)cc2)[C@@H](C)CN([C@H](C)CO)C(=O)c2cc(NC(=O)Nc3cccc4ccccc34)ccc2O1
 : 1, .
C[C@H]1CN([C@@H](C)CO)C(=O)c2cccc(NS(=O)(=O)c3ccc(Cl)cc3)c2O[C@H]1CN(C)C(=O)Nc1ccc(C(F)(F)F)cc1
 : ., -5
Cc1nn(CC(O)COc2ccc(C(=O)c3ccccc3)cc2)c(C)c1Br (configuration not stated)
 : -1, -6
Cn1c(SCC(=O)Nc2ccc(Cl)cc2Cl)nnc1C12CC3CC(CC(C3)C1)C2
 : 0, -11
COc1ccccc1CNC(=O)C[C@@H]1C[C@@H]2c3cc(NC(=O)NC4CCCC4)ccc3O[C@@H]2[C@@H](CO)O1
 : ., 2
COc1ccc([N+](=O)[O-])cc1N(CC(=O)N1CCOCC1)S(C)(=O)=O
 : 7, -7
CC(C)N(Cc1nc(-c2ccccc2Cl)no1)C(=O)c1ccccc1-c1ccccc1
 : 1, -13
Cc1ccc(OCC(=O)Nc2cccc(NC(=O)c3ccco3)c2)cc1C
 : 3, 28
C[C@@H]1CCCCO[C@@H](CN(C)C(=O)CCCN(C)C)[C@H](C)CN([C@@H](C)CO)C(=O)c2cc(NC(=O)CCCN(C)C)ccc2O1
 : ., -4
Cc1ccccc1S(=O)(=O)N(C)C[C@H]1OCc2cn(nn2)CCCC(=O)N([C@H](C)CO)C[C@@H]1C
 : -4, .
Cc1noc(C)c1NC(=O)Nc1ccc2c(c1)C(=O)N([C@@H](C)CO)C[C@@H](C)[C@H](CN(C)C(=O)NC(C)C)OCCCC[C@@H](C)O2
 : ., -2
C[C@H]1CN([C@@H](C)CO)C(=O)Cc2cc(NC(=O)Nc3ccc(C(F)(F)F)cc3)ccc2O[C@@H]1CN(C)C(=O)Nc1ccc2c(c1)OCO2
 : 0, .
Cc1cc(=O)[nH]c(SCCCOc2ccccc2Cl)n1
 : 1, 3
COc1ccc(NC(=O)N(C)C[C@@H]2Oc3c(NC(=O)c4nc5ccccc5s4)cccc3C(=O)N([C@@H](C)CO)C[C@H]2C)cc1
 : ., 3
CC(C)NC(=O)N(C)C[C@H]1Oc2ccc(NC(=O)Nc3ccc(F)cc3)cc2CC(=O)N([C@H](C)CO)C[C@H]1C
 : -4, .
C[C@@H]1CN([C@H](C)CO)C(=O)c2cc(/C=C/c3ccccc3)cnc2O[C@@H]1CN(C)C(=O)c1ccccc1
 : ., 1
Cc1ccc(S(=O)(=O)NC2CCN(Cc3ccc(OCCO)cc3)CC2)cc1
 : 2, .
Cc1noc(C)c1NC(=O)N(C)C[C@H]1Oc2ccc(NC(=O)CCCN(C)C)cc2C(=O)N([C@H](C)CO)C[C@H]1C
 : ., -3

Only part of the results is shown (hit frequency here may not be typical).
